# RGS4 inhibitor = blocks human RGS4-accelerated GTP hydrolysis; Transcreener GDP fluorescence polarization, RGS4-accelerated GTP hydrolysis; Potency, µM (titrated, usually from 114 µM), without a hit: at the highest dose activity change, negative = inhibition, usual class: inhibitors; actives 0.039% (n = 390,000); note: potency is the fitted concentration of half-maximal effect; % is set by controls: 0 for no effect and ±100 for the full control effect; nearly all actives have a fitted effect of over 75% in size; some results filed as inactive show a strong effect at the top dose
#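 MLSMR compounds (23 nl, pin-transferred) preincubated 10 min at room temperature with a 500nM (2x) first reagent, then RGS4 at 900nM (2x) plus Transcreener GDP mix added; fluorescence polarization (620/688 nm) read before and after 90 min at 30 °C.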
# POLK inh = inhibitors of human DNA polymerase kappa | Q9UBT6 | Potency, µM (series often up to 107 µM), for inactives: top-dose activity, negative = inhibition, usual class: inhibitors | actives 0.53% (n = 400,000) | AID 588579 | purified Pol kappa, fluorescent DNA synthesis assay, 10 min; note: potency is the fitted concentration of half-maximal effect; % is set by controls: 0 for no effect and ±100 for the full control effect
#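 10 nM Pol kappa was preincubated with compounds for 15 min at room temperature. Reaction started with 50 nM (final) substrate. Fluorescence read kinetically at 0 and 10 min.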
# APEX1 inh = blocks human APE1 abasic DNA cleavage; P27695; recombinant APE1, TAMRA/BHQ-2 abasic DNA cleavage fluorescence; Potency, µM (doses to about 65.8 µM), for the others: at the highest dose activity change, negative = inhibition, actives largely listed as inhibitors; actives 0.35% (n = 350,000);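 note: potency is the fitted concentration of half-maximal effect; plate controls were vehicle for no effect and reference inhibitor for full effect; nearly all actives have a fitted effect of over 55% in size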
# Target sequence (P27695 whole entry, looked up): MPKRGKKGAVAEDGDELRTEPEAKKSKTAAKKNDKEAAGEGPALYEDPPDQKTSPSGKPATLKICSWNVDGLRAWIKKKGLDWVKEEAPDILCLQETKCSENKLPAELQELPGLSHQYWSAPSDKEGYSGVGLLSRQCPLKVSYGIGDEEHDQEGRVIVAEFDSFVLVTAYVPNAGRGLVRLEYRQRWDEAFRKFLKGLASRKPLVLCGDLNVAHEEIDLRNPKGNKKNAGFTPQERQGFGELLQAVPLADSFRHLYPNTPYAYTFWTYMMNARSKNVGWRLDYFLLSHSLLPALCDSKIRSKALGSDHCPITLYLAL
#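 Readout is kinetic fluorescence (ex 525, em 598 nm) from cleavage of 50 nM TAMRA/BHQ-2 THF abasic duplex by 0.75 nM APE1, compound added 15 min beforehand at RT.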
# POLH inh = inhibitors of human DNA polymerase eta | Potency, µM (series often up to 114 µM), for inactives: at the top dose activity change, negative = inhibition, most hits filed as inhibitors | Q9Y253 | recombinant Pol eta, fluorescent DNA replication assay | AID 588591 | actives 1.2% (n = 390,000); note: potency is the fitted concentration of half-maximal effect; % is set by controls: 0 for no effect and ±100 for the full control effect
#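 Pol eta (10 nM) was preincubated with compounds for 15 min at room temperature, after which fluorescent replication substrate (50 nM final) was added to start the reaction. Fluorescence was read kinetically at 0 and 10 min.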
# LDHA block = blocks human lactate dehydrogenase A. P00338. purified LDHA, NADH/diaphorase-resazurin fluorescence; hits give low values. activity change, % (values are at about 110 or 230 µM). actives 0.15% (n = 480,000); in the data active = activity change below about -30%; inconclusive = mostly about -25% to -30%;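 note: plate controls were DMSO wells for no effect and wells without enzyme for full effect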
#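 Human LDH5 at 2 nM final in Tris HCl pH 7.4 with 0.06 mM NADH and 0.2 mM pyruvate, reacted 5 minutes at room temperature. Remaining NADH coupled via diaphorase/resazurin; resorufin fluorescence read at 0 and 20 minutes, normalized to enzyme-free and DMSO wells.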
# POLB inh = DNA polymerase beta (human) inhibition; P06746; Pol beta primer extension/strand displacement, fluorescence kinetic; Potency, µM (highest dose often 114 µM), for the others: at the top dose activity change, negative = inhibition, hits mostly inhibitors; actives 1.3% (n = 340,000); AID 485314; note: potency is the fitted concentration of half-maximal effect; % is set by controls: 0 for no effect and ±100 for the full control effect
#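 Values derive from four-parameter Hill fits of normalized kinetic data: reads at 0 and 10 min following addition of 50 nM substrate to 10 nM Pol beta preincubated 15 min with compound.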
# Anesthetic bind = binds horse apoferritin like a general anesthetic. Potency, µM (series often up to 77.5 µM), without a hit: at the top dose activity change, negative = displacement, actives largely listed as inhibitors. AID 485281. actives 0.074% (n = 350,000). apoferritin/1-aminoanthracene competitive binding, fluorescence; note: potency is the fitted concentration of half-maximal effect; % is set by controls: 0 for no effect and ±100 for the full control effect; nearly all actives have a fitted effect of over 20% in size
#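 Horse-spleen apoferritin (10 uM) in 50% saturated 1-aminoanthracene in PBS was incubated 10 min at room temperature with compound. Fluorescence (ex 380, em 535 nm) was normalized to free and bound 1-AMA, with concentration-response fitted by a four-parameter Hill equation.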
# ERG Ets-DNA blk = inhibitors of human ERG Ets domain-DNA interaction; P11308; fluorescence polarization, His-ERG Ets domain / labelled DNA; Potency, µM (highest dose often 76.9 µM), for inactives: top-dose FP activity, negative = inhibition, hits mostly inhibitors; actives 0.028% (n = 370,000); AID 624246; active = well fitted inhibition curve with a large enough effect in the polarisation, with a control signal flat; inconclusive = small, poorly fitted or top-dose-only effect, or effect the other way, or a change in a side signal; inactive = no such curve, though single readings can be large or run the other way; the % refers to the polarisation;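 note: polarization taken with two DNA probes labelled with fluorescein and Texas red; potency is the fitted concentration of half-maximal effect; % of control where 0% means no effect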
#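 His-tagged ERG Ets domain (1 uM in the protein solution; 300mM KCl, 50mM Tris-HCl, 1mM EDTA, 1mM DTT, pH 7.5) received compound, then a probe mix of 5 nM fluorescein-DNA and 100nM Texas-615-DNA. Fluorescence polarization was read for both dyes.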
# ALOX12 inh = ALOX12 (human) lipoxygenase inhibition. P18054. purified 12hLO, xylenol orange hydroperoxide absorbance. Potency, µM (titrated, usually from 108 µM), for the others: at the top dose activity change, negative = inhibition, usual class: inhibitors. actives 1.1% (n = 580,000). AID 1671190; note: potency is the fitted concentration of half-maximal effect; % is set by controls: 0 for no effect and ±100 for the full control effect
# Target sequence (P18054 whole entry, looked up): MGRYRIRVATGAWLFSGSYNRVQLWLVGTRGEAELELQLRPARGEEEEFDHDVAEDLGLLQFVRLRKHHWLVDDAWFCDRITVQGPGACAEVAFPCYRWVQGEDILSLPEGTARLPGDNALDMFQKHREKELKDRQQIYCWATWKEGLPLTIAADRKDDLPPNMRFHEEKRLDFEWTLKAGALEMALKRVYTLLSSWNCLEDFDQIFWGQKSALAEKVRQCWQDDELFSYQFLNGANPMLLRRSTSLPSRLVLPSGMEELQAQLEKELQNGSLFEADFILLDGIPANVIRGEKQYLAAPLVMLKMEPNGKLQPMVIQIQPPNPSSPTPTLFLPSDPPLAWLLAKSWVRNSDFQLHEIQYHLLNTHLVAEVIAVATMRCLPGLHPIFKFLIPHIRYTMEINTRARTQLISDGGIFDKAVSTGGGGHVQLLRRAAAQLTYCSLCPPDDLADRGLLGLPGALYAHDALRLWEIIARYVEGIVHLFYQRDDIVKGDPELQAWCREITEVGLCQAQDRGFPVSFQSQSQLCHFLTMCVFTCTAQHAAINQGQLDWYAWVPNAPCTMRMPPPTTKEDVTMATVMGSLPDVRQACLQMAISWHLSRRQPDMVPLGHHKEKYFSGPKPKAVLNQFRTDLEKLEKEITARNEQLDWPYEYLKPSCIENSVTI
#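 Purified human 12hLO at 150 nM in 25 mM Hepes, 0.01% Triton X-100, pH 7.0, preincubated 15 min at room temperature with compound. Reaction started with 40 uM arachidonic acid, 30 min at room temperature. Hydroperoxide measured by Fe-xylenol orange, 573/405 nm absorbance ratio.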
# Active calls of the source: *; ? = inconclusive; . = no result given; [ ] = remark or other dose. Unless noted, calls come from the whole dose curve; as a rule, active = well fitted curve in the direction sought with a large enough effect; inconclusive = small, poorly fitted or top-dose-only effect, or another doubt; inactive = no such curve, though single readings can be large; an effect the other way counts as inactive or inconclusive. Only part of the results is shown. The share of hits here may be higher or lower than overall.
SMILES,RGS4 inhibitor,POLK inh,APEX1 inh,POLH inh,LDHA block,POLB inh,Anesthetic bind,ERG Ets-DNA blk,ALOX12 inh
Cc1ccc(S(=O)(=O)Nc2cccc(C(=O)NCCN3CCOCC3)c2)cc1F,33.4%,1.1%,8.5%,2.9%,-5.1,.,.,1.8%,-6.7%
O=C(NC1CCCC1)c1cccc(S(=O)(=O)N2CCOCC2)c1,23.4%,-6.1%,-3.3%,-10.3%,-8.9,.,.,0.4%,9.8%
CCOc1ccc2nc(N(CCN(CC)CC)C(=O)c3cccc([N+](=O)[O-])c3)sc2c1,2.0%,-23.6%,0.1%,-3.5%,5.6,12.1%,-8.8%,-5.5%,10.6%
CCOCCCNC(=O)C(c1ccc(Cl)cc1)N(Cc1ccc2c(c1)OCO2)C(=O)c1ccccc1O (centres undefined),-19.3%,-8.5%,.,-18.0%,3.2,3.5%,?,0.1%,-4.2%
O=C(O)CCN=C1CCCc2ccccc2N1,27.1%,-8.7%,11.8%,-3.6%,-16.7,87.5%,-8.5%,0.1%,-5.7%
CCc1nc(SCC(=O)N2CCc3ccccc32)c2oc3ccccc3c2n1,-10.7%,4.1%,.,-6.4%,-2.0,.,.,10.5%,-0.9%
C#CCOCCOCCOCCNc1nc(N2CCOCC2)nc(N2CCN(C(=O)[C@H](CCCCN)n3cc([C@@H](N)CC(C)C)nn3)CC2)n1,11.5%,-2.9%,-5.7%,-7.6%,-10.5,37.0%,-4.9%,-0.9%,0.7%
CCC(Br)C(=O)Nc1ccc(OC)cc1 (centres undefined),-16.3%,8.1%,0.5%,-19.6%,2.6,0.0%,-7.4%,3.0%,-16.8%
COc1ccc(C(CNC(=O)c2oc3ccc(F)cc3c2C)N2CCCCC2)cc1 (centres undefined),-13.5%,3.9%,-19.8%,-27.0%,1.6,0.6%,-21.4%,1.8%,-20.9%
CC12CCC(C(=O)NCc3ccccc3)(OC1=O)C2(C)C (centres undefined),38.4%,0.0%,-4.7%,4.4%,-19.5,1.5%,-12.2%,0.6%,47.8%[activator]
Cc1ccc(-c2cnn3c(N4CCOCC4)cc(C)nc23)cc1,6.3%,-7.7%,8.6%,4.3%,-8.7,-1.6%,34.3%[activator],1.9%,12.0%
Cc1ccc(CN(C)C(=O)c2cc(COc3cccc(C(F)(F)F)c3)on2)o1,?,-5.1%,44.1%[activator],-15.2%,-0.5,-16.5%,?,11.4%,39.8µM*

# Compounds shown so far with an aryl methoxy group, in the order listed:
SMILES,RGS4 inhibitor,POLK inh,APEX1 inh,POLH inh,LDHA block,POLB inh,Anesthetic bind,ERG Ets-DNA blk,ALOX12 inh
CCC(Br)C(=O)Nc1ccc(OC)cc1 (centres undefined),-16.3%,8.1%,0.5%,-19.6%,2.6,0.0%,-7.4%,3.0%,-16.8%
COc1ccc(C(CNC(=O)c2oc3ccc(F)cc3c2C)N2CCCCC2)cc1 (centres undefined),-13.5%,3.9%,-19.8%,-27.0%,1.6,0.6%,-21.4%,1.8%,-20.9%

# New compounds follow.
SMILES,RGS4 inhibitor,POLK inh,APEX1 inh,POLH inh,LDHA block,POLB inh,Anesthetic bind,ERG Ets-DNA blk,ALOX12 inh
Cc1nn(Cc2ccc(C(=O)Nc3ccccc3F)cc2)c(C)c1Cl,16.8%,5.3%[60.1 µM],-1.7%,-12.8%,-2.8,-28.0%,?,-16.4%,-29.4%
Nc1nc(-c2ccccc2)nc2sc3c(c12)CCCC3,30.7%,-12.7%,?,-14.9%,-7.2,14.7%,-9.3%,2.2%,-1.9%
COc1cccc(-c2noc(COc3cccc(C)c3C)n2)c1,10.5%,-12.7%,.,-23.0%,2.7,6.3%,-7.6%,0.4%,2.0%
Cc1oc(-c2cc(F)ccc2F)nc1CN(C)Cc1ccc2nccnc2c1,-13.7%,-2.8%,3.7%,-19.2%,-3.5,15.2%,-4.1%,10.0%,12.3%
CCC(c1nnc(SCC(=O)Nc2cccc(S(N)(=O)=O)c2)n1Cc1ccccc1)N(C)C (centres undefined),17.7%,-7.2%,-1.8%,-19.6%,-9.0,2.1%,-1.7%,-4.4%,-6.5%
Cc1ccc(S(=O)(=O)NCC(=O)NC2CC2)cc1,-15.1%,-0.6%,13.3%,-12.4%,-2.8,31.9%,-4.3%,-4.7%,7.4%
O=C(c1cccc(F)c1)N1CCN(Cc2c[nH]c3ccccc23)CC1,4.3%,-18.5%,10.4%,-2.9%,-17.5,8.4%,-8.2%,-7.2%,.
CCOC(=O)N(Cc1ccccc1)C1CC1,-13.0%,-11.0%,.,-9.9%,-1.7,.,.,-3.2%,2.2%
Cc1nnc(SCc2ccccc2Cl)n1CC1CCCO1 (centres undefined),-4.5%,-2.4%,?,8.6%,-5.6,1.9%,-15.8%,6.7%,-16.5%
CCC(=O)N1c2ccccc2CC1C(=O)NCc1ccc(N(C)C)cc1 (centres undefined),26.8%,-2.0%[60.1 µM],.,-13.6%,1.6,10.2%,5.6%,1.4%,-15.7%
O=C(/C=C/Nc1ccc(F)cc1)c1cccs1,-3.6%,-9.3%,.,2.5%,-8.1,.,.,12.3%,-7.8%
CC(C)(Oc1ccc(CCNC(=O)c2ccc(-c3ccccc3)o2)cc1)C(=O)O,7.7%,-3.9%,-1.5%,1.2%,1.1,87.7%,2.2%,-1.5%,-10.9%
Cc1ccc2c(c1C)NC(=O)C2(O)CC(=O)c1ccc2c(c1)OCO2 (centres undefined),-19.1%,0.1%,-7.2%,4.0%,-7.7,-0.7%,-2.9%,6.9%,?
CCCCC(CCCC)=N/N=C/c1c(O)n(CC)c2cc(C3=NNC(=O)CC3)ccc12,-10.4%,-11.4%,-4.7%,-2.1%,12.8,4.0%,-3.7%,-0.3%,0.0%
CN(C)S(=O)(=O)n1cc(/C=C(\NC(=O)c2ccccc2F)C(=O)NCCCN2CCOCC2)c2ccccc21,-0.8%[56.9 µM],-23.1%,-5.8%,-16.5%,-4.7,44.4%,0.5%,0.9%,-0.5%
CC(=O)Nc1nc(-c2ccc(Cl)cc2)nc(C)c1C(C)=O,-19.5%,6.8%,?,?,0.0,0.5%,1.3%,1.7%,-26.0%
CN1CCN(C(=O)/C(=C\c2cccs2)NC(=O)c2ccco2)CC1,9.0%,-6.4%,-1.4%,-5.2%,-0.8,25.2%,2.4%,3.5%,-9.9%
Cc1ccnc(NS(=O)(=O)c2ccc(NS(=O)(=O)c3ccccc3)cc2)n1,7.4%,-1.9%,7.7%,-5.6%,-5.2,-6.4%,0.8%,-3.5%,0.8%
O=S(=O)(c1cccc2nsnc12)N1CCCC1,10.7%,-13.1%,2.3%,-1.9%,-4.8,6.0%,-13.4%,-0.2%,12.0%
CCOc1ccc(N(CC(=O)N2CCOCC2)S(=O)(=O)c2ccc(F)cc2)cc1,-5.4%,2.2%,34.2%,-5.5%,1.3,17.2%,-6.3%,5.2%,5.9%
COc1ccc2c(=O)c3c(=O)n(Cc4ccco4)c(-c4ccco4)nc3oc2c1,-28.5%,70.8µM*,?,35.5µM*,0.8,?,-22.2%,5.6%,?
CC(C)Cc1nnc(NC(=O)CCNC(=O)c2ccco2)s1,-10.3%,0.3%,53.7%[activator],-3.3%,-5.4,19.3%,-10.6%,-22.3%,-1.0%
Cn1c(N)c(C(=O)COC(=O)CNC(=O)c2ccccc2F)c(=O)n(C)c1=O,23.0%,-19.8%,5.5%,-9.8%,-6.2,.,.,-4.6%,-0.1%
CCOC(=O)N1CCN(C(=O)c2ccc(C)c(S(=O)(=O)Nc3cccc(C)c3C)c2)CC1,13.5%,6.2%,21.1%,-0.3%,-11.1,13.9%,-7.9%,-6.5%,0.7%
NC(=O)c1ccc(-c2ccc(Br)cc2)o1,-29.0%,-13.0%,-3.3%,5.6%,-7.6,7.9%,?,-2.3%,0.0%
O=C(c1ccccc1)N1CCN(C(=O)c2ccccc2)c2ccccc21,0.2%,-7.2%,.,-10.9%,-3.9,.,.,-0.5%,1.8%
Cc1ccc(CNC(=O)CCC2CCCN(Cc3c(C)nn(C(C)C)c3C)C2)o1 (centres undefined),36.1%,-11.1%,0.0%,-3.4%,-17.9,?,-8.0%,2.4%,0.3%
COC(=O)c1sc(SC)c(S(=O)(=O)C(C)C)c1N/N=C(\C#N)S(=O)(=O)c1ccccn1,-15.0%,2.3%,-2.9%,-12.9%,5.3,-3.3%,-7.5%,9.0%,367.3%[activator]
Cc1cc(-c2ccccc2)n2nc(-c3ccccc3)cc2n1,-15.8%,4.1%,.,-8.7%,-3.2,24.0%,-15.8%,1.6%,3.7%
Cc1noc(C)c1-c1cc(NC2CC2)ncn1,.,-0.9%[60.1 µM],4.8%,.,.,.,-6.0%,.,?
CC1=C(C(=O)Nc2ccc(C)cc2C)C(c2ccc(C(=O)O)cc2)n2nc(SCc3ccccc3)nc2N1 (centres undefined),-0.4%,-12.9%,.,-9.9%,-20.4,25.8%,6.1%,-1.6%,1.0%
N#CC1=C2N=C(N)c3c(sc4c3CCCCC4)N2C2=C(C(=O)CCC2)C1c1ccccc1 (centres undefined),-19.0%,0.7%,-0.6%,-12.7%,4.1,24.6%,?,5.4%,-28.3%
C=CCOc1c2ccc(C(=O)NCCc3ccc(C)cc3)cc2nn1C,-12.7%,-26.3%,1.0%,-15.9%,1.2,-1.4%,19.8%,11.2%,-6.7%
